# Bioassay records as filed in PubChem BioAssay.
# MEKK2 WT-MEK5: raises or lowers MEK5 binding to wildtype human MEKK2 PB1 domain. 290,000 compounds, 1.1% hits. bead flow cytometry, Alexa488-MEK5 binding to MEKK2 WT; actives lie on both sides. Q9Y2U5. binding response (% of control), % at 10 µM; in the data active = binding response below about 67% or above about 130%
# OXTR potentiator: potentiators of human oxytocin receptor. CHO-OTR cells, Fluo-8 calcium fluorescence, potentiator mode; 0% = oxytocin EC15, 100% = EC100. activation, % at 3 µM. 320,000 compounds, 0.061% hits;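 active = activation above that plate's cutoff, the mean activation of tested compounds plus 3 SD, cut at about 6.6% in these data, passing the limit was not always enough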;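 note: 100% uses oxytocin at 75 nM as the full agonist control; some results filed as inactive read as strong as hits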
# Target sequence (P30559 whole entry, looked up): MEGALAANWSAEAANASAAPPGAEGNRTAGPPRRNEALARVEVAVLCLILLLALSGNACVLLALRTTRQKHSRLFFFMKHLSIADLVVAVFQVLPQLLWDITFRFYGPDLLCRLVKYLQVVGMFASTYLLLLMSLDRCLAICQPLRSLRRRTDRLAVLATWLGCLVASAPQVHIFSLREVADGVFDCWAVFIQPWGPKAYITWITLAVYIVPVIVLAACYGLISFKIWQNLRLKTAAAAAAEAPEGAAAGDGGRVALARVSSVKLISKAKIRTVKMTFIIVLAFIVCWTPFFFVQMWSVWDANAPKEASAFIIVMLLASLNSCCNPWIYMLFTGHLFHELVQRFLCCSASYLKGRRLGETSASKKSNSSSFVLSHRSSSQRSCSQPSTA
#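 test system = CHO-OTR cells, human receptor | compound = single-point 3.0 µM | schedule = 6 min compound pre-incubation at room temperature, 100 s kinetic read | signal = Fluo-8 no-wash calcium dye fluorescence, excitation 470-495 nm, emission 515-575 nm | repeats = single well per compound, singlicate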
# V1R ag counter: activates human V1a receptor in oxytocin agonist counter-screen; 320,000 compounds, 0.25% hits; activation, % at 3 µM; P37288; CHO-V1R cells, Fluo-8 calcium fluorescence, agonist mode; 0% DMSO, 100% 3 nM vasopressin;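 active = activation above the mean activation of all tested compounds plus 3 SD, per screening run, cut at about 20% in these data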;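 note: signal is peak over basal fluorescence ratio across a 100 second FLIPR read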
# NALP1 yeast inh: NALP1 inhibition; inhibition, % at 10 µM; AID 2071; S. cerevisiae NALP1/ASC/caspase-1 growth, X-gal OD620, 72 h; 280,000 compounds, 0.61% hits; in the data active = inhibition mostly above about 24%, no sharp cut-off; inactive = mostly below about 32%; note: some compounds called inactive have numbers as strong as hits
# GPR7 antagonist: antagonists of human GPR7 (neuropeptides B/W receptor 1); GPR7-expressing cells, fluorescence antagonist assay; inhibition, % at 4.4 µM; 290,000 compounds, 1.1% hits; in the data active = inhibition above about 16%, passing the limit was not always enough;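 note: cells stimulated with the agonist NPW; 0% = agonist with vehicle and 100% = vehicle without agonist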
# MEKK2mut PB1 HTS: signal of MEK5 binding to mutant human MEKK2 PB1 domain | bead flow cytometry, Alexa488-MEK5 binding to MEKK2 mutant | percent response, % at 10 µM | 290,000 compounds, 0.35% hits | AID 1530; in the data active = percent response above about 24%, passing the limit was not always enough; note: inactives centre near 1; some results filed as inactive read as strong as hits; reference of the scale not given here
# M18AAP inhibitor: blocks P. falciparum M18 aspartyl aminopeptidase; recombinant PfM18AAP, H-Glu-NHMec fluorogenic cleavage; inhibition, % at 7.35 µM; 290,000 compounds, 1.2% hits; AID 1822;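 active = inhibition above the campaign mean inhibition over all tested compounds plus 3 SD, cut at about 28% in these data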;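 note: 0% = plate median of test compound wells and 100% = 2 mM ZnCl2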
# GalR3 antagonist: antagonists of human GalR3; 360,000 compounds, 0.44% hits; HEK293 GalR3-CNG cAMP membrane potential fluorescence; galR3 body fused to GalR1 C-terminus; O60755; inhibition, % at 3 µM;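 active = inhibition above the screen-wide average plus 3 SD, cut at about 13% in these data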;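 note: forskolin and galanin both at EC90 stimulate the cells; cAMP rise reported by CNG channel membrane potential dye signal; 0% = forskolin plus galanin with DMSO and 100% = forskolin alone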
# Target sequence (O60755 1-299 limits assumed): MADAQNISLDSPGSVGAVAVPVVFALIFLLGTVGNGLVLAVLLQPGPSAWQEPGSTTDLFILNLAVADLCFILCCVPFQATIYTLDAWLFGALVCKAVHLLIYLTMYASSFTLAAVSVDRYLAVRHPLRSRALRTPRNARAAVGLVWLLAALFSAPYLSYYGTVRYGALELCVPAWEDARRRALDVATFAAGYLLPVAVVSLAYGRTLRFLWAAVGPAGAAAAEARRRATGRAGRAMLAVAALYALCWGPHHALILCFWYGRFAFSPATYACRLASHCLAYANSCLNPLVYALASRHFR
# OXTR agonist: human OXTR agonism; 320,000 compounds, 0.32% hits; P30559; activation, % at 3 µM; CHO-OTR cells, Fluo-8 calcium fluorescence; normalized: DMSO 0%, oxytocin 100%;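 active = activation above the mean of all tested compounds plus 3 SD, cutoff set per screening run, cut at about 20% in these data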;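 note: peak over basal fluorescence ratio from a 100 s FLIPR kinetic read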
# * = called active by the depositor; / = not tested or not shown.
SMILES,MEKK2 WT-MEK5,OXTR potentiator,V1R ag counter,NALP1 yeast inh,GPR7 antagonist,MEKK2mut PB1 HTS,M18AAP inhibitor,GalR3 antagonist,OXTR agonist
CN(CC(=O)Nc1ccc(N2CCOCC2)cc1)C(=O)CCCOc1ccc(Cl)cc1Cl,/,-14,5.0,/,/,/,/,-3,2.5
Cc1ccc(CN(Cc2ccccn2)C(=O)Nc2ccc(C)c(C)c2)cc1,103,-4,-1.4,13,-14,4,-2,-10,-1.3
Cc1nnsc1SCCNC(=O)c1ccc(F)cc1,98,-9,-0.2,29,-14,-9,1,-3,0.0
CC(=O)c1ccccc1N(C(=O)c1ccco1)C(C(=O)NC1CCCC1)c1ccc(N2CCOCC2)cc1 (configuration not stated),101,3,-1.1,5,-10,3,1,-3,0.7
Cc1[nH]c2ccccc2c1C(=O)CSc1nc2ccccc2c(=O)n1CCCN1CCOCC1,120,-9,8.4,8,8,8,-2,-1,3.7
COCCn1c(N2CCCC2)nc2c1c(=O)[nH]c(=O)n2C,115,-6,-0.4,5,-1,6,-8,-9,1.3
O=C(Nc1ccc2c(c1)Cc1ccccc1-2)c1ccccc1F,/,-7,0.1,/,/,/,/,2,-0.1
C=CCOCCN(CCOCC=C)C1=NS(=O)(=O)c2ccccc21,93,-7,-0.5,0,-6,-4,-3,-1,-0.8
COc1ccccc1NC(=O)CCC(=O)Nc1ccccc1OC,95,-12,-0.6,25,-3,1,-6,-7,-0.4
CCCCCc1nc2c(c(=O)c3ccccc3n2C)c(=O)n1Cc1ccc(OC)cc1,91,1,-0.1,7,-12,-2,2,-6,-1.6
CCc1nnc(NC(=O)CCC(=O)N2CCN(C3CCCCC3)CC2)s1,95,-5,0.3,3,-2,-1,-4,-7,-1.0
Nc1nc(NCC(=O)O)nc(N2CCCCCC2)c1[N+](=O)[O-],102,-2,0.9,15,-9,6,0,15*,1.8

# Brought forward from above: two entries; new compounds follow.
SMILES,MEKK2 WT-MEK5,OXTR potentiator,V1R ag counter,NALP1 yeast inh,GPR7 antagonist,MEKK2mut PB1 HTS,M18AAP inhibitor,GalR3 antagonist,OXTR agonist
CCc1nnc(NC(=O)CCC(=O)N2CCN(C3CCCCC3)CC2)s1,95,-5,0.3,3,-2,-1,-4,-7,-1.0
Nc1nc(NCC(=O)O)nc(N2CCCCCC2)c1[N+](=O)[O-],102,-2,0.9,15,-9,6,0,15*,1.8
CO/N=C/c1ccc(N2CCN(C(=O)c3ccc(C)cc3)CC2)c([N+](=O)[O-])c1,100,-23,7.9,13,-11,4,0,-5,12
Cc1cccc(CN2CCC(C(=O)Nc3ccc(-n4nc(C)cc4C)cc3)CC2)n1,102,-8,1.0,4,5,0,-7,-1,0.2
C=CCNC(=S)Nc1cc(S(=O)(=O)N2CCOCC2)ccc1-n1cncn1,116,-4,-0.1,14,-7,8,-6,-4,-0.1
C=CC[N+](C)(C)CC(=O)OCc1ccccc1,99,-14,-0.2,28,-12,-2,-1,-1,-1.1
Cc1ccc(C2C(C(=O)c3ccco3)=C(O)C(=O)N2c2ncccn2)cc1 (configuration not stated),91,-3,-0.4,4,-12,-18,0,8,-1.1
CC(C)(C)C1CCC(CN2C(Nc3ccccc3)=NC[C@@H]2Cc2ccccc2)CC1 (some centres not stated),/,-1,14,/,/,/,/,-5,18
CN1CCC(N(C)S(=O)(=O)c2ccc(NC(=O)COc3ccc(Cl)cc3)cc2)CC1,/,-10,24*,/,/,/,/,-8,25*
CCOC(=O)C1Cn2c(nc3c(c2=O)C(C)(CC)Cc2ccccc2-3)S1 (configuration not stated),106,4,0.5,1,-5,3,-4,-4,-0.2
COc1ccc(CCNC(=O)c2ccco2)cc1OC,98,1,0.7,-9,3,-3,2,-6,0.7
CCOC(=O)c1[nH]c(C)c(C(=O)NCC2CCCO2)c1C (configuration not stated),100,1,0.9,4,-12,2,-2,0,0.4
CC(C)c1cc(=O)n2[nH]c(SCc3ccc(Cl)cc3)nc2n1,98,-10,4.9,-12,-6,0,7,-8,3.4
CC1(C)CC(=O)C(N=Nc2c(F)cccc2F)=C(O)C1,93,-1,0.2,6,-14,-17,-2,-7,1.6

# Just OXTR agonist, MEKK2 WT-MEK5 and GPR7 antagonist, for some of the entries so far:
mol | OXTR agonist | MEKK2 WT-MEK5 | GPR7 antagonist
Cc1ccc(C2C(C(=O)c3ccco3)=C(O)C(=O)N2c2ncccn2)cc1 (configuration not stated) | -1.1 | 91 | -12
CC(C)(C)C1CCC(CN2C(Nc3ccccc3)=NC[C@@H]2Cc2ccccc2)CC1 (some centres not stated) | 18 | / | /

# An excerpt from above in order of their number in MEKK2mut PB1 HTS, smallest number first.
SMILES | MEKK2mut PB1 HTS
Cc1ccc(C2C(C(=O)c3ccco3)=C(O)C(=O)N2c2ncccn2)cc1 (configuration not stated) | -18
CC1(C)CC(=O)C(N=Nc2c(F)cccc2F)=C(O)C1 | -17
COc1ccc(CCNC(=O)c2ccco2)cc1OC | -3
C=CC[N+](C)(C)CC(=O)OCc1ccccc1 | -2
CO/N=C/c1ccc(N2CCN(C(=O)c3ccc(C)cc3)CC2)c([N+](=O)[O-])c1 | 4

# Additional results.
SMILES,MEKK2 WT-MEK5,OXTR potentiator,V1R ag counter,NALP1 yeast inh,GPR7 antagonist,MEKK2mut PB1 HTS,M18AAP inhibitor,GalR3 antagonist,OXTR agonist
NC(=O)CC(NC(=O)Cc1ccc(Cl)cc1)c1ccc(NC2CCCCCC2)c([N+](=O)[O-])c1 (configuration not stated),97,-11,-1.3,21,-8,-5,0,0,-0.8
Nc1cc([N+](=O)[O-])cc2oc(-c3ccccc3)cc12,104,-17,4.0,7,16,-2,-8,1,5.9
CCC(=O)Nc1cc(C)c(NC(=O)c2ccco2)cn1,109,-6,0.2,10,-14,2,-8,0,-0.1
Cc1ccc([N+](=O)[O-])c(OCCN2CCc3ccccc3C2)c1,112,-1,-0.2,14,-7,9,2,-12,0.6
Cc1ccc(SCc2c(C#N)c3ccccc3n2C)cc1,97,-17,1.7,8,-12,0,-10,0,-1.6
Nc1ccc2c(C(F)(F)F)cc(C(F)(F)F)nc2n1,100,-7,-0.3,14,-11,-1,-2,2,-0.6
O=C(CC1SC(=NCC2CCCO2)NC1=O)Nc1cccc2ccccc12 (configuration not stated),103,-4,0.6,26,-2,-3,-17,-6,0.1
COC(=O)CCN(C(=O)c1ccc(N2CCCC2)c([N+](=O)[O-])c1)c1ccccn1,102,0,-0.4,2,-1,-2,-5,-2,1.0
CCC(=O)Nc1ccccc1C(=O)NC1CCCCC1,103,-2,-0.9,3,-4,5,-2,0,-0.7
CC(=O)c1ccc(NC(=O)C2(c3ccccc3)CC2(Cl)Cl)cc1 (configuration not stated),95,-14,4.6,16,9,-12,-18,-1,11
CN(C)c1nn(C(=O)Nc2cccc(C(F)(F)F)c2)cc1-c1ccccc1,107,-13,5.3,6,-3,2,2,-2,5.1
O=C(NN=Cc1ccccc1Cl)c1ccc(-n2cnnn2)cc1,/,-3,1.8,/,/,/,/,-4,1.1

# Taken from above.
# MEKK2 WT-MEK5 with Cc1ccc([N+](=O)[O-])c(OCCN2CCc3ccccc3C2)c1 reads 112
# GPR7 antagonist with O=C(CC1SC(=NCC2CCCO2)NC1=O)Nc1cccc2ccccc12 (configuration not stated) reads -2
# V1R ag counter with O=C(NN=Cc1ccccc1Cl)c1ccc(-n2cnnn2)cc1 reads 1.8
# OXTR potentiator with NC(=O)CC(NC(=O)Cc1ccc(Cl)cc1)c1ccc(NC2CCCCCC2)c([N+](=O)[O-])c1 (configuration not stated) reads -11
# GPR7 antagonist with CC(=O)c1ccc(NC(=O)C2(c3ccccc3)CC2(Cl)Cl)cc1 (configuration not stated) reads 9
# MEKK2 WT-MEK5 with CN(C)c1nn(C(=O)Nc2cccc(C(F)(F)F)c2)cc1-c1ccccc1 reads 107
# GPR7 antagonist with Cc1ccc(SCc2c(C#N)c3ccccc3n2C)cc1 reads -12

# (cont.)
SMILES,MEKK2 WT-MEK5,OXTR potentiator,V1R ag counter,NALP1 yeast inh,GPR7 antagonist,MEKK2mut PB1 HTS,M18AAP inhibitor,GalR3 antagonist,OXTR agonist
Clc1ccc(CNc2cnccn2)cc1,99,-4,0.0,2,-5,-2,-3,-2,-1.8
CCc1nn2c(N(C)CCO)cc(C)nc2c1-c1ccc(F)cc1,87,-3,-1.2,6,0,-10,-2,-2,-2.7
CC(=O)NCC12CC3CC(C1)CC(C(=O)O)(C3)C2,98,-3,-0.2,8,-19,3,-8,-5,-0.4
COC(=O)c1cc(S(=O)(=O)NC2CCN(Cc3ccccc3)CC2)cn1C,102,-7,-0.8,30,-13,3,6,-1,1.3
COc1ccc(Oc2cccc(Cl)c2CNC(=O)CCCC(=O)O)cc1,95,6,0.2,15,-8,-3,6,-1,0.8
CCC(C(=O)OCC(=O)N1CCN(c2ccc(OC)cc2)CC1)c1ccccc1 (configuration not stated),/,-8,5.3,/,/,/,/,-2,5.5
O=C(CCNS(=O)(=O)c1ccccc1F)N1CCN(C/C=C/c2ccccc2)CC1,/,0,2.7,/,/,/,/,-5,1.6
O=C(O)c1ccc(-c2noc(-c3cccc(F)c3)n2)cc1,96,-2,1.1,/,/,-5,/,-4,-0.8
Cn1nc([N+](=O)[O-])nc1Oc1ccccc1N,100,3,-0.6,3,-5,0,23,1,1.0

# Rows are unselected. Share with any hit: about 4.1%.
